D1 antag: human D1 dopamine receptor antagonism | P21728 | HEK293 TREx D1 cells, calcium flux, dopamine EC80; hits give low values | 360,000 compounds, 3.2% hits | activity change, negative = inhibition, % at 10 µM; in the data active = activity change below about -30%; also: % is scaled to controls: 0 for no effect and ±100 for the full control effect
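Cells carrying a force-coupled, tetracycline-inducible human D1 receptor report calcium flux. Each well gets a 10 s baseline, compound with 180 s monitoring, then an EC80 dopamine stimulus with a second 180 s kinetic read.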
D2 antag: D2 dopamine receptor (human) antagonism. inhibition, % at 10 µM. 340,000 compounds, 2% hits. P14416. HEK293 TREx D2 cells, calcium flux, dopamine EC80; in the data active = inhibition above about 30%; also: 0% is about no effect
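Cells plated overnight at 30 C with tetracycline; no-wash calcium dye, 30–90 min RT; 10 s baseline; compound pinned; 180 s read; EC80 dopamine added; another 180 s read.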
RXFP1 antag: RXFP1 (human) relaxin receptor antagonism. activity change, negative = inhibition, % at 57.5 µM. Q9HBX9. AID 1259400. HEK293-RXFP1, relaxin-stimulated cAMP HTRF, 30 min; hits give low values. 350,000 compounds, 0.59% hits;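 active = activity change of -60% or lower, but not beyond a set lower limit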; also: % is scaled to controls: 0 for no effect and ±100 for the full control effect
Target sequence (Q9HBX9 whole entry, looked up): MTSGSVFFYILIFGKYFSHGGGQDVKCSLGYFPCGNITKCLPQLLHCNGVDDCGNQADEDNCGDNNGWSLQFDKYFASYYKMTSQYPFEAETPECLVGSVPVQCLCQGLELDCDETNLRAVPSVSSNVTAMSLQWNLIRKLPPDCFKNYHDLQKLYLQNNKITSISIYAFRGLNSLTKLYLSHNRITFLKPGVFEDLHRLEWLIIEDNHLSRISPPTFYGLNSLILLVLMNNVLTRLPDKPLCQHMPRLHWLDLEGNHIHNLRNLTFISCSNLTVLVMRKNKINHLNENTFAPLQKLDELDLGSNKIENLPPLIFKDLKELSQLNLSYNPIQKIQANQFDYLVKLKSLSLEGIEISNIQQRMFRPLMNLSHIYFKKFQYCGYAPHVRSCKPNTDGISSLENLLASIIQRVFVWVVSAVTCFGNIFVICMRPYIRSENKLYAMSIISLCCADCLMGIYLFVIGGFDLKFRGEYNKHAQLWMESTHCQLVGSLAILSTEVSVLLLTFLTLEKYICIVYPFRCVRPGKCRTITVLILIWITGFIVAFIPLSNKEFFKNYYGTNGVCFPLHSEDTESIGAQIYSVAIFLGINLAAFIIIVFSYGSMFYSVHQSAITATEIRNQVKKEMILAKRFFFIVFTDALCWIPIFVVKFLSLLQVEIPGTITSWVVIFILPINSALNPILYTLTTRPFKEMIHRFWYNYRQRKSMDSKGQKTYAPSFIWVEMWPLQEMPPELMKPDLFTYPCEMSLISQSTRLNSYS
D2 ag: agonists of human D2 dopamine receptor | HEK293 T-REx D2 cells, calcium flux agonist mode | P14416 | activation, % at 2 µM | AID 485358 | 340,000 compounds, 0.53% hits;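 active = activation over 3 SD above normal in the single-dose calcium agonist read, cut at about 30% in these data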; also: 0% is about no effect
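Tetracycline-induced HEK293 Trex cells with D2 receptor force-coupled to calcium signaling, plated overnight at 30 C and loaded with no-wash calcium dye. Calcium flux read kinetically for 180 s after compound addition; responses flag agonists.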
TRHR enhancer: allosterically enhances the human TRH receptor. P34981. TRHR cells, fluo-8 calcium fluorescence, EC20 TRH enhancement. enhancement, % at 2 µM. 360,000 compounds, 0.66% hits. AID 493056; in the data active = enhancement above about 30%; also: 0% is about no effect
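TRHR-expressing cells loaded with fluo-8 calcium dye were read kinetically (ex 480/em 530) during compound addition, then stimulated with an EC20 of TRH (10 nM final). Enhancement of the Gq-mediated intracellular calcium response was scored.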
RXFP1 ag: RXFP1 (human) receptor agonism. HEK293T-RXFP1 cAMP TR-FRET, 30 min; response scale: percent of porcine relaxin response, buffer zero. Potency, µM (series often up to 57.5 µM), inactives show at the top dose activation, hits mostly activators. 370,000 compounds, 0.3% hits; active = well fitted activation curve with a large enough effect; also: potency is read from the fitted curve at half-maximal effect; % is scaled to controls: 0 for no effect and ±100 for the full control effect; nearly all actives have a fitted effect of over 60% in size; many of its hits are not listed in these tables
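HEK293T cells stably expressing RXFP1 were pretreated with the PDE4 inhibitor Ro 20174, exposed to compounds for 30 min at 37C, lysed, and cAMP was read by TR-FRET. Data normalized to buffer (basal) and 29 nM porcine relaxin (100%).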
D2 PAM: positively modulates the human D2 dopamine receptor allosterically; potentiation, % at 10 µM; 340,000 compounds, 0.34% hits; AID 485347; HEK293 T-REx D2, calcium flux, EC20 dopamine potentiation;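 active = potentiation over 3 SD above the plate norm, cut at about 30% in these data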; also: 0% is about no effect
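Primary screen. Calcium kinetics in induced HEK293 T-REx D2 cells: compound pre-addition 180 s, EC20 dopamine, 180 s more.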
D1 ag: human D1 receptor agonism. HEK293 T-REx D1 cells, calcium flux, agonist mode. P21728. 360,000 compounds, 1% hits. AID 504660. activation, % at 2 µM; in the data active = activation above about 30%; also: 0% is about no effect
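Inducible HEK293 T-REx D1 cells, force-coupled to calcium signalling, were plated at 4000 cells/well with tetracycline and held overnight at 30 C. After no-wash calcium dye loading, compound-evoked calcium rise over 180 s flagged agonists.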
D1 potentiator: potentiators of human D1 dopamine receptor; potentiation, % at 10 µM; 360,000 compounds, 0.036% hits; P21728; HEK293 TREx D1 cells, calcium flux, dopamine EC20 potentiation; in the data active = potentiation above about 30%; also: 0% is about no effect
* hit, by the source's call; . = no result given; & = joins results of further samples.

SMILES	D1 antag	D2 antag	RXFP1 antag	D2 ag	TRHR enhancer	RXFP1 ag	D2 PAM	D1 ag	D1 potentiator
O=C(CNS(=O)(=O)c1ccc2ccccc2c1)Nc1ccc(F)c(F)c1F	-14	6	-3	0.1	-1	-1.6%	-6	0	-4
COc1cc(C2C3=C(CC(C)(C)CC3=O)Nc3ccccc3N2C(C)=O)cc(OC)c1OC (stereo not drawn)	-32*	-7	1	0.5	-2	-0.8%	2	3	-5
CCCOc1ccc2c3c(c(=O)oc2c1OCCC)CCCC3	-7	4	-13	-0.2	20	0.4%	1	3	19
COc1ccc(/C=C/C(=O)NCCc2ccc(S(N)(=O)=O)cc2)cc1	9	16	6	0.8	10	3.4%	-5	5	-4
COc1cc(OC)cc(C(=O)OCC(=O)NC(c2ccccc2)c2ccccc2)c1	-2	10	1	0.9	-10	3.4%	3	15	-2
COc1ccc(C2(CNC(=O)CCC(=O)O)CCCC2)cc1	9	-3	-2	-0.2	5	-0.1%	15	6	2
COc1ccc(N2CCN(C(=O)c3cc4c(=O)n(Cc5ccccc5)ccc4nc3C)CC2)cc1	-6&-15	6	4	-0.2&0.9	2&0	-4.7%&-0.3%	0&21	10&1	-4&-6
C=CCc1ccccc1OCCn1ccnc1	-6	4	-16	-0.2	4	0.0%	-2	0	-1
Cc1ccccc1CNC(=O)c1ccccc1SCC(=O)NCc1ccco1	-21	-20	-4	-0.1	2	0.6%	-3	2	-1
CCn1c(Cc2ccc(OC)cc2)nnc1SCC(=O)Nc1ccc(N2CCOCC2)cc1	1	5	-7	1.1	8	0.3%	6	2	.
COc1cc2c(c(OC)c1OC)-c1ccc(NC(=O)c3ccc(F)cc3)c(=O)cc1[C@@H](NC(C)=O)CC2	9	-9	-1	0.3	0	4.1%	13	3	-5
Cn1cc(CN2CCCC(C(=O)c3cccs3)C2)c(-c2cccc(Cl)c2)n1 (stereo not drawn)	6	-7	-10	2.5	1	-0.4%	0	3	-5

D1 antag: entries above that show a hit.
structure | D1 antag | D2 antag | RXFP1 antag | TRHR enhancer | D2 PAM | D1 ag | D1 potentiator
COc1cc(C2C3=C(CC(C)(C)CC3=O)Nc3ccccc3N2C(C)=O)cc(OC)c1OC (stereo not drawn) | -32* | -7 | 1 | -2 | 2 | 3 | -5

(continued)
SMILES	D1 antag	D2 antag	RXFP1 antag	D2 ag	TRHR enhancer	RXFP1 ag	D2 PAM	D1 ag	D1 potentiator
COC(=O)CN1C(=O)COc2ccc(S(=O)(=O)N3CCCCCC3)cc21	-12	.	-3	.	-4	1.0%	.	-1	-4
CN1CC=C2C(C#N)=C(N)C(C#N)(C#N)C(c3cccc(Cl)c3Cl)C2C1 (stereo not drawn)	-24	-5	.	0.3	2	0.2%	.	13	-4
Cc1ccc(S(=O)(=O)C(CNC(=O)C(=O)NCCc2ccc(F)cc2)c2cccs2)cc1 (stereo not drawn)	.	.	.	.	-7	3.1%	12	5	-4
C#CCOc1ccccc1C(N)=O	1	15	8	0.2	6	0.2%	-3	0	12
O=C(COC(=O)c1ccc(O)cc1)Nc1ccc(OC(F)F)cc1	8	32*	-4	1.9	-6	0.2%	1	21	-7
O=C1CSc2ccc(S(=O)(=O)N3CCN(c4ccccc4F)CC3)cc2N1	-7	13	-32	1.6	19	1.2%	2	7	3
COC(=O)c1ccc(CS(=O)(=O)c2ccc(C)cc2)o1	5	12	-3	1.2	16	0.0%	-8	2	0
Cc1cccc2cc(C(c3nnnn3CC3CCCO3)N3CCCC4(CCCCC4)C3)c(=O)[nH]c12 (stereo not drawn)	7	11	.	0.2	4	0.6%	3	1	3
CC(C)(C)c1ccc(NC(=O)NCc2ccco2)cc1	-4	2	-11	-0.2	-7	-0.3%	-4	3	-2
N#C/C(=C\c1ccccn1)c1ccccn1	4	.	-19	.	8	3.2%	.	2	-2
Cc1cccc(C2CC(c3ccc(Br)cc3)Nc3nc(N)nn32)c1 (stereo not drawn)	26	7	.	3.5	17	-0.5%	0	3	3
COc1ccccc1N1CCN(C(=O)CSc2nnnn2C2CC2)CC1	-13	2	2	0.7	-10	0.0%	1	2	-3

Sorted by the number under D2 PAM (descending): six from the list above
Molecule | D2 PAM
Cc1ccc(S(=O)(=O)C(CNC(=O)C(=O)NCCc2ccc(F)cc2)c2cccs2)cc1 (stereo not drawn) | 12
Cc1cccc2cc(C(c3nnnn3CC3CCCO3)N3CCCC4(CCCCC4)C3)c(=O)[nH]c12 (stereo not drawn) | 3
O=C(COC(=O)c1ccc(O)cc1)Nc1ccc(OC(F)F)cc1 | 1
Cc1cccc(C2CC(c3ccc(Br)cc3)Nc3nc(N)nn32)c1 (stereo not drawn) | 0
CC(C)(C)c1ccc(NC(=O)NCc2ccco2)cc1 | -4
COC(=O)c1ccc(CS(=O)(=O)c2ccc(C)cc2)o1 | -8

Next records
SMILES	D1 antag	D2 antag	RXFP1 antag	D2 ag	TRHR enhancer	RXFP1 ag	D2 PAM	D1 ag	D1 potentiator
CC1(C)CC(=O)C2=C(C1)Nc1ccccc1NC2c1cccs1 (stereo not drawn)	3	13	-8	0.4	-8	0.0%	-5	2	3
CN1CCC(N(C)C(=O)Cc2ccccc2[N+](=O)[O-])CC1	.	22	11	2.0	-3	-0.7%	8	0	-6
CC12CCCCN1CCCc1c2[nH]c2ccccc12 (stereo not drawn)	7	-7	-8	3.8	-1	-0.3%	-9	12	6
CCOc1ccc(CC(=O)NNC(=S)NC)cc1Br	-7	-12	-14	-0.7	2	-0.3%	1	2	2

This is a subset (hit frequency here may not be typical).
